# RGS8-Gao reg: modulates binding of RGS8 to human Galphao. multiplexed bead flow cytometry; actives lie on both sides. response (percent of control binding), % at 10 µM. hit rate 0.34% among 220,000. AID 1423; in the data active means response below about 60% or above about 140%; inactive means in between;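 further: Galphao activated as the GDP aluminium fluoride complex binding bead-coupled RGS8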
# GSH fluor: compound fluoresces at 488/530 nm on GSH beads. AID 1776. GSH beads flow cytometry, compound fluorescence 488/530 nm; hits give high values. fluorescence (KMESF) at 10 µM. hit rate 0.25% among 190,000; in the data active means fluorescence above about 89;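 further: glutathione beads carrying GST-tagged Bcl family fusion proteins plus one bare bead set; values are compound well signal with DMSO vehicle wells as background; inactives centre near 16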
# ABCB1 inh: human ABCB1 inhibition, ABCG2 as counter-screen | P08183 | CCRF-Adr cells, JC-1 efflux, flow cytometry | inhibition, % at 6.6 µM | hit rate 0.067% among 190,000 | AID 1326; in the data active means inhibition above about 40%;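 further: 0% = vehicle and 100% = reference inhibitor; higher value means more JC-1 retained so stronger ABCB1 efflux block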
# Bcl-2 Bim block: inhibitors of Bim-Bcl-2 interaction, human | P10415 | hit rate 0.06% among 190,000 | AID 950 | Bead-based flow cytometry, Bim peptide-Bcl-2 binding | inhibition, % at 10 µM; in the data active means inhibition above about 40%; inconclusive means no clear call, values can overlap the other calls;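 further: 0% = no compound wells with probe peptide and 100% = reference peptide inhibitor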
# Bcl-B Bim block: disrupts Bim peptide binding to human Bcl-B. Q9HD36. bead-based flow cytometry. inhibition, % at 10 µM. hit rate 0.073% among 190,000. AID 951;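 further: 0% = tracer peptide without compound and 100% = reference inhibitor peptide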
# Target sequence (Q9HD36 whole entry, looked up): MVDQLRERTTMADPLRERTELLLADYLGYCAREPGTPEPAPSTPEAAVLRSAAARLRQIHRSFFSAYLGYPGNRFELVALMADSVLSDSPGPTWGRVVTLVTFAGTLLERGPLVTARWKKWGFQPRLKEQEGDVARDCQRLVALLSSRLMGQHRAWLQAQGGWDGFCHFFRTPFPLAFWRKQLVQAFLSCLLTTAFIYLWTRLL
# Bim-Bcl-W: disrupts Bim peptide binding to human Bcl-W; Q92843; bead-based flow cytometry; inhibition, % at 10 µM; hit rate 0.02% among 190,000; AID 952;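 further: 0% = bound tracer without compound and 100% = peptide blocker; higher means less fluorescent Bim peptide bound to Bcl-W beads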
# ABCG2 block: inhibitors of human ABCG2 transporter, ABCB1 counter-screen. hit rate 0.1% among 190,000. Q9UNQ0. inhibition, % at 6.6 µM. IgMXP3 cells, JC-1 efflux, flow cytometry. AID 1325;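 active means inhibition above 80%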;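 further: 0% = DMSO and 100% = nicardipine control wells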
# Target sequence (Q9UNQ0 whole entry, looked up): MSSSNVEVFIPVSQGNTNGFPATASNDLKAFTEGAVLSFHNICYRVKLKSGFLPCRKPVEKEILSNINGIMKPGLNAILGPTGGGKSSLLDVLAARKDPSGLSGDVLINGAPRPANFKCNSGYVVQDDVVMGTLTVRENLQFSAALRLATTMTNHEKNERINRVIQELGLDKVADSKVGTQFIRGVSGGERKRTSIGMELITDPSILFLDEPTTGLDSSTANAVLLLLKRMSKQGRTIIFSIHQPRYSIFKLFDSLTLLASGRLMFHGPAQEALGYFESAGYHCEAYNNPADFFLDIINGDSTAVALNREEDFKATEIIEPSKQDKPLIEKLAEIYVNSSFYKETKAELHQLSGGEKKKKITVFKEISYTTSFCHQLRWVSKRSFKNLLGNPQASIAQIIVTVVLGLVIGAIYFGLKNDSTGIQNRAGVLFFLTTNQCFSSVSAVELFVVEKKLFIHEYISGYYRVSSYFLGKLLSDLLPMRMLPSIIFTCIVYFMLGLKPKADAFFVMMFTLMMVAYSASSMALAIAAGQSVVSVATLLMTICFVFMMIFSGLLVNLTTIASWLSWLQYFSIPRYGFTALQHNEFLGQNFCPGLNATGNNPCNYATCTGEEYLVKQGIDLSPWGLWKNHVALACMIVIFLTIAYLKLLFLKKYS
#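 material = IgMXP3 (ABCG2) plus far-red-tagged CCRF-Adr (ABCB1) cells | amount = 3 million cells/mL, equal mix of both lines | also added = JC-1 transporter substrate | dosing = one concentration, 6.6 µM final | schedule = 10 min at 25 °C | measured by = flow cytometric JC-1 green MFI at 530 nm | read-out basis = percent efflux inhibition, scaled nicardipine 100% to DMSO 0%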
# RGS7-Gao reg: regulators of human RGS7-Galphao interaction. AID 1439. Multiplexed bead flow cytometry, RGS7-Galphao binding; actives lie on both sides. hit rate 0.35% among 220,000. binding response (% of control), % at 10 µM; in the data active means binding response below about 49% or above about 150%; inconclusive means no clear call, values can overlap the other calls; inactive means in between;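 further: fluorescent Galphao held in activated GDP-AlF4 state binding bead-coupled RGS7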
# RGS4-Gao reg: human RGS4-Galphao interaction regulation; P09471; Multiplexed bead flow cytometry, RGS4-Galphao binding; actives lie on both sides; binding response (% of control), % at 10 µM; hit rate 0.33% among 220,000; AID 1415; in the data active means binding response below about 49% or above about 150%; inactive means in between;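 further: fluorescent Galphao activated with aluminum fluoride binding bead-coupled RGS4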
# Bcl-XL Bim block: disrupts Bim peptide binding to human Bcl-XL | Q07817 | bead flow cytometry, fluorescence | inhibition, % at 10 µM | hit rate 0.04% among 190,000 | AID 1007
# Bfl-1 Bim block: disrupts Bim binding to human Bfl-1; Q16548; Bead-based flow cytometry, Bim-Bfl-1 binding inhibition; inhibition, % at 10 µM; hit rate 0.12% among 190,000; AID 1008;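 further: 0% = wells without compound plus tracer and 100% = blocker peptide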
# An asterisk follows results filed as active; ? = inconclusive. Unless noted, no stated cut-off is given here; in the data, active means inhibition above about 40%. Compounds as they come. Share with any hit: about 1.1%.
# A first look (14 entries):
SMILES,RGS8-Gao reg,GSH fluor,ABCB1 inh,Bcl-2 Bim block,Bcl-B Bim block,Bim-Bcl-W,ABCG2 block,RGS7-Gao reg,RGS4-Gao reg,Bcl-XL Bim block,Bfl-1 Bim block
CC1(C)OC(=O)C(=CNC(Cc2c[nH]c3ccccc23)C(=O)O)C(=O)O1 (stereo not given),101,17,0.1,-8,-8,-1,4,96,103,-7,-12
COC(=O)Nc1ccc(S(=O)(=O)N2CCCC(C(=O)Nc3cccc4c3OCCO4)C2)cc1 (stereo not given),102,23,2.2,-9,-7,1,6,100,99,-3,-11
CCOC(=O)c1cnc2[nH]c3ccccc3n2c1=O,102,68,0.3,-3,-9,-4,1,103,103,-5,-8
NC(=O)Nc1ccc(Oc2c(F)c(F)c(F)c(F)c2F)cc1,99,23,0.1,6,4,-4,-3,97,97,0,10
O=C1CCC([N+](=O)[O-])C(c2ccc(Cl)c([N+](=O)[O-])c2)N1 (stereo not given),101,25,1.1,0,0,2,1,96,100,0,-2
COC(=O)c1cc2sc(Cl)cc2n1CC(=O)NCCC(C)C,99,19,0.0,0,-1,0,0,100,104,-1,-1
COc1ccc(-n2c(Cc3cccn3C)nnc2SCC(=O)Nc2ccc(C)cc2)cc1,103,15,2.3,-10,-9,-3,18,101,101,-10,-7
Cc1ccc(S(=O)(=O)N(CC2CO2)c2ccccc2[N+](=O)[O-])cc1 (stereo not given),67,16,1.0,0,5,3,1,94,81,0,4
O=c1cc(N2CCCCC2)c(-c2ccccc2)nn1Cc1ccccc1,101,68,-1.2,-4,-1,-1,-3,98,99,-5,0
O=C(COC(=O)/C=C/c1cccc([N+](=O)[O-])c1)NCCCN1CCCC1=O,91,27,0.8,2,8,-2,7,?,76,0,6
CCOC(=O)C1(Cc2ccc(OC)cc2)CCN(C(=O)c2csc(C)n2)CC1,97,17,1.8,-7,-3,-1,3,100,96,-1,-6
Cn1cc(C(=O)NCCO)c(=O)c2ccccc21,95,11,0.0,-2,-5,0,2,95,94,-3,-5
CC(C)NC[C@@H](O)c1ccc(O)c(O)c1,102,20,0.3,3,1,2,1,101,101,0,3
COc1ccc(C(=O)NC(Cc2ccccc2)c2ccc3c(c2)OCCCO3)cc1 (stereo not given),98,12,1.2,-15,-10,1,5,94,98,-7,-14

# Main list, repeating the preview:
SMILES,RGS8-Gao reg,GSH fluor,ABCB1 inh,Bcl-2 Bim block,Bcl-B Bim block,Bim-Bcl-W,ABCG2 block,RGS7-Gao reg,RGS4-Gao reg,Bcl-XL Bim block,Bfl-1 Bim block
CC1(C)OC(=O)C(=CNC(Cc2c[nH]c3ccccc23)C(=O)O)C(=O)O1 (stereo not given),101,17,0.1,-8,-8,-1,4,96,103,-7,-12
COC(=O)Nc1ccc(S(=O)(=O)N2CCCC(C(=O)Nc3cccc4c3OCCO4)C2)cc1 (stereo not given),102,23,2.2,-9,-7,1,6,100,99,-3,-11
CCOC(=O)c1cnc2[nH]c3ccccc3n2c1=O,102,68,0.3,-3,-9,-4,1,103,103,-5,-8
NC(=O)Nc1ccc(Oc2c(F)c(F)c(F)c(F)c2F)cc1,99,23,0.1,6,4,-4,-3,97,97,0,10
O=C1CCC([N+](=O)[O-])C(c2ccc(Cl)c([N+](=O)[O-])c2)N1 (stereo not given),101,25,1.1,0,0,2,1,96,100,0,-2
COC(=O)c1cc2sc(Cl)cc2n1CC(=O)NCCC(C)C,99,19,0.0,0,-1,0,0,100,104,-1,-1
COc1ccc(-n2c(Cc3cccn3C)nnc2SCC(=O)Nc2ccc(C)cc2)cc1,103,15,2.3,-10,-9,-3,18,101,101,-10,-7
Cc1ccc(S(=O)(=O)N(CC2CO2)c2ccccc2[N+](=O)[O-])cc1 (stereo not given),67,16,1.0,0,5,3,1,94,81,0,4
O=c1cc(N2CCCCC2)c(-c2ccccc2)nn1Cc1ccccc1,101,68,-1.2,-4,-1,-1,-3,98,99,-5,0
O=C(COC(=O)/C=C/c1cccc([N+](=O)[O-])c1)NCCCN1CCCC1=O,91,27,0.8,2,8,-2,7,?,76,0,6
CCOC(=O)C1(Cc2ccc(OC)cc2)CCN(C(=O)c2csc(C)n2)CC1,97,17,1.8,-7,-3,-1,3,100,96,-1,-6
Cn1cc(C(=O)NCCO)c(=O)c2ccccc21,95,11,0.0,-2,-5,0,2,95,94,-3,-5
CC(C)NC[C@@H](O)c1ccc(O)c(O)c1,102,20,0.3,3,1,2,1,101,101,0,3
COc1ccc(C(=O)NC(Cc2ccccc2)c2ccc3c(c2)OCCCO3)cc1 (stereo not given),98,12,1.2,-15,-10,1,5,94,98,-7,-14
CCOC(=O)C1=C(C)NC(=O)NC1c1c(OCC(=O)N2CCCCC2)ccc2ccccc12 (stereo not given),100,5,0.6,-4,-4,4,2,99,100,-1,-7
CCC(=NC(C)c1ccccc1)c1c(O)n(C)c(=O)n(C)c1=O (stereo not given),99,26,1.3,-12,-13,-2,12,97,103,-6,-16
Cn1c(SCC(=O)Nc2ccccc2-c2ccccc2)nnc1-c1ccco1,109,18,-0.6,5,-3,-2,-1,102,102,-3,3
Cc1cc(NN)nc(NS(=O)(=O)c2ccc(Cl)cc2)n1,102,70,-0.2,-1,-1,-2,0,99,103,-5,0
CC(=O)Oc1ccc2occ(C(=O)c3cccs3)c2c1,96,26,0.7,-8,-9,0,4,97,97,-7,-11
Cc1ccnn2c(-c3ccccc3)c3c(=O)n(C)c(=O)n(C)c3c12,102,51,1.1,-10,-14,2,7,98,97,-12,-12
Cc1c2c(nc3c(C(=O)NC4CC4)cnn13)CCCC2,100,8,-0.2,-1,0,-1,1,98,102,-4,0
CC(=O)Nc1ccc(C2NC(=S)N(c3ccccc3C(F)(F)F)C(C)=C2C(=O)N2CCOCC2)cc1 (stereo not given),99,15,-0.3,-2,-6,0,0,89,97,-5,1
O=C(CSc1nnc(CNC(=O)c2c(F)cccc2Cl)o1)c1ccccc1,103,10,0.1,-1,-4,-3,3,99,102,0,0
Cc1sc2nc(CN(C(=O)c3cccs3)C3CCCC3)[nH]c(=O)c2c1C,103,25,4.6,-3,-1,0,16,100,98,-1,-1
COc1cc(CN2CCSCC2)cc(OC)c1OC,118,37,-0.2,-2,-3,-6,0,109,109,-4,-3
CCCSc1nc2c3c(sc2c(=O)[nH]1)CC(C)(CC)OC3 (stereo not given),100,10,-0.8,-3,-3,1,15,104,99,2,-3
COc1ccc(N=C2SC(CC(=O)Nc3cccc(Cl)c3)C(=O)N2Cc2ccco2)cc1 (stereo not given),85,4,-0.8,-4,-8,-2,6,92,97,-6,0
CC(=O)Nc1ccc(NC(=O)CCC(=O)NCCO)cc1,101,15,0.9,-8,-5,-2,4,105,102,-4,-8
CC(C)CC(c1nnnn1C(C)(C)C)N1CCN(C2CCCC2)CC1 (stereo not given),99,20,0.3,-2,0,0,2,97,95,-2,-1
O=C1c2ccccc2C(=O)N1CC1c2ccccc2CCN1S(=O)(=O)c1cnc[nH]1 (stereo not given),102,23,0.8,-5,-7,-1,4,100,102,-5,-18
CC(C)(C)OC(=O)NNC1CC(=O)N(c2ccccc2F)C1=O (stereo not given),116,11,0.5,0,2,0,2,102,105,0,1
c1nc(NC2CCCCCC2)c2[nH]cnc2n1,100,26,0.7,-12,-7,1,7,104,108,-3,-9
COc1ccc(C(=O)NC(=S)NCc2ccco2)cc1OC,98,36,0.7,-12,-13,-5,8,106,102,-6,-15
CCOC(=O)Cn1c2c(c(=N)c3c1CCC3)CCCC2,105,6,0.3,0,-4,0,0,102,103,-2,0
Cc1ccc(-c2ccc(SCC(=O)NCC3CCCO3)nn2)cc1 (stereo not given),102,19,0.2,2,3,-1,9,105,104,1,3
Cc1ccc(Cl)c(OC(=O)c2nn(C(C)C)c(=O)c3ccccc23)c1,119,14,0.7,10,20,22,1,101,101,31,24
Cc1cccc(C)c1Nc1ncnc(N)c1[N+](=O)[O-],104,12,0.8,-9,-8,-6,18,110,109,-9,-6
O=C(Nc1cccc2ccccc12)c1cnsn1,103,26,0.1,0,-2,0,1,100,101,0,0
CCOc1ccc(NC(=S)N=Nc2c(O)[nH]c3ccccc23)cc1,99,21,-1.3,0,0,0,-2,?,103,3,4
CCOC(=O)COc1ccc(C(=O)c2ccccc2)c(O)c1,100,5,0.1,1,-3,5,1,97,98,-2,0
Cc1ccc(/C=N/NC(=O)c2ccc(C(=O)N/N=C/c3ccc(C)s3)o2)s1,98,13,-0.3,-2,-2,2,-1,96,100,0,-4
CC(C)CNc1oc(-c2ccco2)nc1C#N,106,17,0.3,0,-1,0,3,99,102,-1,0
CC(C)N(C=O)C1(C(=O)NC2CCCCC2)CCCCC1,100,25,1.0,-7,-7,-1,2,104,103,-2,-13
O=C(CSc1ccc2ccccc2c1)Nc1ccncc1,104,10,0.2,-13,-5,2,8,103,101,-3,-13
NC(=O)NOCc1ncc(C(F)(F)F)cc1Cl,99,24,0.1,-3,0,-6,1,99,98,-4,-1
O=C(Cc1nnc(NC(=O)Nc2ccccc2)s1)NCc1ccccc1,100,12,-0.6,-11,-10,-10,-15,102,101,-11,-12
CC(/C=N/NC(=O)c1ccncc1)=C\c1ccco1,98,17,0.7,-2,1,0,11,93,102,-3,-1
CCN1C(=O)N(CC)C(O)(c2ccccc2)C1(O)c1ccccc1 (stereo not given),103,64,0.2,-4,-5,3,1,99,102,-4,-11
CN(C)CCCOC(=O)c1ccccc1Cl,97,11,0.2,1,-2,-2,0,92,94,0,-2
Cc1cc(C)nc(N/N=C2/CCCC/C2=C\c2ccccc2)n1,101,16,0.1,-3,-2,-2,0,96,95,-1,-3
CSc1nc(NCC(C)C)nc(N2CCOCC2)n1,99,24,0.4,-4,-4,-1,2,101,99,-2,-10
Cc1ccc(C(=O)Nc2ccc(N3CCOCC3)nc2)cc1,101,13,0.4,-10,-6,0,6,102,101,-2,-12
CCN1CCN(CC(O)COC(C)C)CC1 (stereo not given),102,12,0.2,-11,-7,0,-1,115,101,-3,-12
O=C(CSc1nnc(-c2ccco2)o1)N1CCN(c2ccccc2)CC1,96,11,1.8,0,-2,-1,5,?,92,-2,-4
